From PubChem BioAssay
MT stabilize HCS = microtubule stabilizers in HeLa cells | HeLa tubulin immunostaining HCS, 24 h; share of cells brighter than vehicle mean+2SD | % tubulin-high responders, % at 10 µM | 200,000 tested, 0.83% active;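 active = plate Z-score above 3 for both tubulin-high and condensed-nucleus cell shares, with cell loss under 80%, at 10 µM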;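 note: anti alpha tubulin signal scored within the nucleus-defined area of each cell; some results filed as inactive read as strong as hits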
T cell HTS = modulates CD8 T cell binding to vesicles; 2C CD8+ T cell-vesicle binding, flow cytometry; stronger effect = lower value; calls only at 7 µM; 330,000 tested, 0.068% active; AID 2052;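 active = response, share of CD8 T cells binding vesicles, and their 90th percentile fluorescence all below set limits, cut at about 80% in these data, passing the limit was not always enough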
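Read-out – percent CD8+ FL2 mean versus row control · System – murine 2C transgenic CD8+ T lymphocytes · Times – 1.5 h cell–vesicle binding at 37 °C, then 20 min icy labelling · Control set – naked vesicles low, QL9 vesicles with vehicle high · Detection – cytometric PE anti-B7-1 and Alexa647 anti-CD8 signals after 1% paraformaldehyde fixation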
Insulin prom up = MIN6 insulin promoter up-regulation; MIN6 insulin promoter-GFP reporter, high-content imaging; stronger effect = higher value; z-score at 5 µM; 190,000 tested, 0.3% active; AID 1625;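 active = z-score above 3 at 5 µM with at least 500 cells counted in the well; inconclusive = wells under 500 cells, flagged as cytotoxic or low count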
bCat nuc transl = modulators of beta-catenin nuclear translocation; HeLa beta-catenin nuclear translocation, immunofluorescence imaging; nuclear translocation activity, % at 5 µM; 190,000 tested, 0.3% active;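 active = nuclear translocation activity above 50% at 5 µM, with a well cell count of 50 or more; inconclusive = wells under 50 cells across six images, flagged as toxic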;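 note: per-cell ratio of nuclear to cytoplasmic median beta-catenin stain intensity; plate controls were DMSO negative control for no effect and GSK-3 inhibitor IX positive control for full effect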
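test system = HeLa cells, endogenous beta-catenin | dosing = single 5 µM dose plus 0.02–20 µM confirmation series | times = compound treatment 24 h, 37°C, 5% CO2 | technique = beta-catenin immunofluorescence imaging with DAPI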
West Nile antiviral = inhibition of WNV-induced cytopathic effect – cell-based, CPE readout (AID 1621). West Nile virus-infected cells, CPE inhibition; higher % means a stronger effect. CPE inhibition, % at 10 µM; hits with a dose series show IC50 in µM. 290,000 tested, 0.02% active; in the data active = a potency from the dose series; inconclusive = CPE inhibition mostly from about 3.7% at the one dose, without a potency; inactive = the rest, 99 in 100 with CPE inhibition below about 2.2%; note: strong numbers were not always called active
WT yeast gro inh = growth inhibition of WT yeast, mitochondrial fusion screen; mitochondrial fusion phenotypic screen, WT strain; inhibition, % at 10 µM; 190,000 tested, 2.1% active; in the data active = inhibition above about 58%; tested in S. cerevisiae
Myeloid diff 2 = compounds promoting myeloid differentiation | ER-HoxA9 myeloid progenitors, lysozyme-GFP differentiation, flow cytometry | calls only at 10 µM | 360,000 tested, 1% active;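 active = normalized GFP-positive differentiation at or above the plate's own cutoff, the solvent-only control mean plus 3 SD; inconclusive = no clear call, values can overlap the other calls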;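 note: cells exposed to compound for four days before flow analysis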
Autophagy mod = autophagy modulation, high-content screen; AID 463193; calls only at 10 µM (by protocol); 190,000 tested, 0.98% active; MEF GFP-LC3 puncta imaging; test concentration mostly 10 µM;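 active = percentage of spot-positive cells more than 3 SD above its plate mean, without a fluorescence outlier flag or 80% toxicity; inconclusive = no clear call, values can overlap the other calls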;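 note: spot-positive cell cutoff set from DMSO-treated cells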
Lipid droplet = hepatic lipid droplet formation modulation. AML12 mouse hepatocytes, oleate lipid droplets, BODIPY imaging. inhibition, % at 6.5 µM. 240,000 tested, 0.4% active. AID 1656;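 active = lipid droplet intensity inhibited by at least 50%, with more than 500 cells counted; inconclusive = wells with under 300 cells, treated as cytotoxic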
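material = mouse AML12 hepatocyte cell line, fixed after treatment | also added = 100 µM oleic acid challenge | doses = compound at 6.5 µM only | schedule = overnight exposure | technique = Image-based BODIPY and DAPI two-channel analysis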
WT yeast gro inh mutant strain = second read-out of WT yeast gro inh, no call of its own (marks repeat the call); inhibition, %; mitochondrial fusion phenotypic screen, mutant strain inhibition
Insulin prom up cell count = further read-out of Insulin prom up, marked with its call; cell count; measured here: cytotoxicity, nuclei count;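 total cells summed across four imaged fields per well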
Lipid droplet cells 6.5 µM = also measured in Lipid droplet; calls as there; cell count; measured here: cell count, cytotoxicity flag;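 cells counted across two imaged fields per well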
bCat nuc transl cell count 5 µM = second read-out of bCat nuc transl, no call of its own (marks repeat the call); cell count; measured here: cell count, cytotoxicity flag
T cell HTS vesicle-bound % = recorded beside T cell HTS, whose call it bears; double positive events, %; measured here: CD8+ vesicle-bound cell fraction;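 binding gate set so that unloaded-vesicle control wells show 10% double positive cells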
MT stabilize HCS Hoechst-high % = also measured in MT stabilize HCS; calls as there; % Hoechst-high responders; measured here: nuclear condensation Hoechst responders;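 share of cells brighter than vehicle mean plus two SD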
MT stabilize HCS cytotoxicity % = also measured in MT stabilize HCS; calls as there; toxicity, %; measured here: cytotoxicity by cell density;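 0% = mean cell density of plate MIN control wells and 100% = no cells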
Autophagy mod cell loss 18 h = also measured in Autophagy mod; calls as there; toxicity, %; measured here: cell loss, nuclei count;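 cell loss after 18 h compound exposure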
Myeloid diff 2 GFP+ MAC1+ % = recorded beside Myeloid diff 2, whose call it bears; GFP+ MAC1+ double positive, %; measured here: differentiation confirmed by MAC1 staining
* = called active by the depositor; i = inactive; ? = inconclusive; . = no result given; + = active, no number.

SMILES | MT stabilize HCS | MT stabilize HCS Hoechst-high % | MT stabilize HCS cytotoxicity % | T cell HTS | T cell HTS vesicle-bound % | Insulin prom up | Insulin prom up cell count | bCat nuc transl | bCat nuc transl cell count 5 µM | West Nile antiviral | WT yeast gro inh | WT yeast gro inh mutant strain | Myeloid diff 2 | Myeloid diff 2 GFP+ MAC1+ % | Autophagy mod | Autophagy mod cell loss 18 h | Lipid droplet | Lipid droplet cells 6.5 µM
COC(=O)C(C)(C(=O)OC)c1ccc([N+](=O)[O-])cn1 | 0.8 | 1.6 | 8.5 | i | 42.4 | -0.46 | 1679 | 0.1 | 1187 | -0.2% | -8.7 | -54.1 | i | 0.2 | i | 4.0 | . | .
Cn1c2c(c(=O)n(C)c1=O)C(NC(=O)c1ccco1)(C(F)(F)F)C(=O)N2 (stereo unspecified) | 4.0 | 1.6 | 8.3 | i | 39.2 | 0.35 | 1054 | -1.2 | 780 | 0.2% | 0.2 | 3.3 | i | 1.2 | i | -1.3 | . | .
NC(=O)NC(=O)COC(=O)CCCc1c[nH]c2ccccc12 | 4.5 | 2.0 | 12.4 | i | 17.1 | 1.98 | 1424 | -1.9 | 1309 | . | 12.4 | 22.0 | i | 1.2 | i | 15.2 | . | .
COc1cc2[nH]c3c(N4CCC(C(N)=O)CC4)ncnc3c2cc1OC | 2.6 | 3.0 | 9.6 | i | 32.4 | -0.16 | 1250 | -3.1 | 920 | . | -6.4 | -0.2 | . | . | i | 0.8 | . | .
COc1ccc2c(c1)C=C(CN1CCN(C3CCCC3)C(CCO)C1)CO2 (stereo unspecified) | 4.6 | 1.2 | 13.7 | i | 45.7 | -0.5 | 1381 | 0.0 | 1533 | -1.3% | -19.0 | -2.1 | i | 0.3 | i | 14.2 | 4.2 | 718
CC1CC(C)CN(c2ncnc3c2cnn3-c2ccc(Cl)cc2)C1 (stereo unspecified) | 3.1 | 3.7 | 7.5 | i | 41.2 | -2.99 | 610 | 3.5 | 912 | 0.5% | 61.6* | 15.7* | i | 1.8 | i | -4.4 | -32.4 | 706
CCOC(=O)c1nnn(-c2nn3nnnc3c3ccccc23)c1C | 6.2 | 2.7 | 0.7 | i | 34.8 | 0.89 | 1305 | -1.4 | 1139 | ? | 0.1 | 3.2 | i | 0.4 | i | 23.8 | . | .
O=C(NCCN1CCNCC1)c1ccccn1 | 3.6 | 2.0 | 8.7 | i | 47.2 | 2.44 | 1150 | -1.7 | 864 | 0.2% | -0.4 | 3.4 | i | 0.9 | i | 14.0 | . | .
CN(C)c1c([N+](=O)[O-])ncn1C | 0.8 | 3.6 | 17.6 | i | 54.6 | . | . | . | . | 0.0% | -2.7 | 4.5 | i | 0.8 | i | 6.0 | 1.9 | 754
CN(C)c1ccc(CN(CC2CCCO2)C(=O)c2cccs2)cc1 (stereo unspecified) | . | . | . | i | 3.5 | . | . | . | . | -0.7% | . | . | i | 0.9 | . | . | 6.1 | 713
CC1(C)C(=O)OC(c2ccccc2)C(C)(C)C1=O (stereo unspecified) | . | . | . | i | 42.7 | -0.55 | 1085 | -0.5 | 1357 | 0.4% | . | . | i | 1.1 | . | . | -7.9 | 735
CCC(C(=O)NC1CCCC1)N(C(=O)Cn1nnc(-c2ccc(C)o2)n1)c1cccc(OC)c1 (stereo unspecified) | . | . | . | i | 17.1 | . | . | . | . | -1.2% | . | . | i | 1.3 | . | . | -1.4 | 752
COC(=O)c1ccc(/C=N/Nc2nc3ccccc3[nH]2)cc1 | 0.4 | 4.3 | 5.1 | i | 42.7 | -1.01 | 1055 | 0.2 | 1115 | -0.9% | 5.4 | 14.7 | i | 0.0 | i | -9.1 | 9.7 | 662
COc1ccccc1Nc1cc(C(=O)N2CCc3ccccc3C2)c2ccccc2n1 | 3.3 | 1.4 | 5.6 | i | 47.3 | -0.92 | 1244 | -0.2 | 1059 | -1.1% | 54.7 | 26.6 | . | . | i | 18.8 | -23.2 | 737
c1ccc2c(N3CCOCC3)nc(N3CCOCC3)nc2c1 | 4.8 | 2.5 | 10.0 | i | 56.3 | . | . | -3.4 | 439 | 0.2% | 1.7 | 2.5 | i | 0.3 | i | 5.1 | 6.8 | 760
COc1ccccc1N1CCN(C(=O)c2oc3cc(C)cc(C)c3c2C)CC1 | 24.8* | 14.1* | 19.0* | i | 30.9 | . | . | 1.0 | 1086 | 2.0% | 75.5* | -2.7* | i | 1.7 | i | 6.1 | -14.5 | 717
CC(C)(C)n1nc2c(c1NC(=O)c1ccccc1C(F)(F)F)CS(=O)(=O)C2 | . | . | . | i | 16.6 | . | . | . | . | 1.4% | . | . | i | 0.7 | . | . | -8.7 | 707
CCN1CCN(c2c(Cl)cccc2NC(=O)c2cccs2)CC1 | . | . | . | i | 56.1 | . | . | . | . | -0.6% | . | . | i | 0.4 | . | . | -3.7 | 636
COc1ccccc1NC(=O)c1ccc(Cl)c(S(=O)(=O)N2CCOCC2)c1 | 4.4 | 1.4 | 9.5 | i | 52.7 | 0.15 | 1386 | 2.3 | 1144 | -0.1% | 2.0 | -1.7 | i | 0.7 | i | 62.9 | . | .
Cc1ccc(Cl)cc1NC(=O)c1ccccn1 | 2.5 | 2.5 | 6.2 | i | 25.1 | 0.1 | 1104 | -1.8 | 1031 | 0.2% | 9.9 | 6.2 | i | 1.2 | i | 6.1 | -8.7 | 633

3 records drawn at random from the list so far:
SMILES | MT stabilize HCS | MT stabilize HCS Hoechst-high % | MT stabilize HCS cytotoxicity % | T cell HTS | T cell HTS vesicle-bound % | Insulin prom up | Insulin prom up cell count | bCat nuc transl | bCat nuc transl cell count 5 µM | West Nile antiviral | WT yeast gro inh | WT yeast gro inh mutant strain | Myeloid diff 2 | Myeloid diff 2 GFP+ MAC1+ % | Autophagy mod | Autophagy mod cell loss 18 h | Lipid droplet | Lipid droplet cells 6.5 µM
O=C(NCCN1CCNCC1)c1ccccn1 | 3.6 | 2.0 | 8.7 | i | 47.2 | 2.44 | 1150 | -1.7 | 864 | 0.2% | -0.4 | 3.4 | i | 0.9 | i | 14.0 | . | .
Cc1ccc(Cl)cc1NC(=O)c1ccccn1 | 2.5 | 2.5 | 6.2 | i | 25.1 | 0.1 | 1104 | -1.8 | 1031 | 0.2% | 9.9 | 6.2 | i | 1.2 | i | 6.1 | -8.7 | 633
CC(C)(C)n1nc2c(c1NC(=O)c1ccccc1C(F)(F)F)CS(=O)(=O)C2 | . | . | . | i | 16.6 | . | . | . | . | 1.4% | . | . | i | 0.7 | . | . | -8.7 | 707

(cont.)
SMILES | MT stabilize HCS | MT stabilize HCS Hoechst-high % | MT stabilize HCS cytotoxicity % | T cell HTS | T cell HTS vesicle-bound % | Insulin prom up | Insulin prom up cell count | bCat nuc transl | bCat nuc transl cell count 5 µM | West Nile antiviral | WT yeast gro inh | WT yeast gro inh mutant strain | Myeloid diff 2 | Myeloid diff 2 GFP+ MAC1+ % | Autophagy mod | Autophagy mod cell loss 18 h | Lipid droplet | Lipid droplet cells 6.5 µM
CCNC(=O)c1c(NC(=O)C2COc3ccccc3O2)sc2c1CCCC2 (stereo unspecified) | 1.5 | 2.1 | 22.7 | i | 13.5 | -1.23 | 905 | -1.9 | 1200 | 0.9% | -0.3 | -6.7 | i | 0.9 | i | 0.8 | -15.3 | 738
Fc1ccc(NCc2cccnc2)cc1F | 1.0 | 1.6 | 19.7 | i | 20.1 | 0.54 | 924 | . | . | 0.2% | 6.4 | 4.5 | . | . | i | -7.4 | 4.7 | 761
CCOC(=O)CN(C(=O)CSc1nnc(-c2ccncc2)n1CCCOC)c1ccccc1 | 4.2 | 1.7 | 2.9 | i | 52.6 | 0.39 | 1157 | -1.5 | 1081 | -0.5% | -10.1 | 2.1 | i | 0.4 | i | 4.0 | 2.9 | 735
O=C1/C(=C/c2cccs2)SC(=S)N1CC(=O)N1CCCCC1CCO (stereo unspecified) | . | . | . | i | 21.7 | . | . | . | . | 1.4% | . | . | i | 0.0 | . | . | -15.9 | 726
C/C(Cc1ccccc1)=N\NC(=O)c1ccccn1 | . | . | . | i | 59.9 | . | . | . | . | 0.1% | . | . | i | 1.3 | . | . | -3.7 | 773
O=C1CN(C(=O)c2cc3ccccc3oc2=O)C(c2ccc(F)cc2)c2cc(Br)ccc2N1 (stereo unspecified) | 4.3 | 3.7 | 5.3 | i | 29.8 | 0.76 | 1193 | -1.1 | 590 | . | -7.9 | -21.2 | i | 3.9 | + | -16.6* | 6.3 | 762
Cc1cc(=O)n2[nH]c(-c3ccccc3)cc2n1 | 2.6 | 1.4 | 2.3 | i | 58.3 | 0.53 | 1250 | 2.0 | 1118 | . | 12.2 | 18.5 | i | 1.1 | i | 3.4 | -2.3 | 742
COc1ccccc1C(=O)N/N=C(\C)CC(=O)Nc1ccccc1NC(C)=O | . | . | . | i | 56.3 | . | . | . | . | -0.4% | . | . | i | 0.4 | . | . | 8.7 | 788
CCc1ccc(NC(=O)Cn2c(SC)nc3ccccc32)cc1 | 1.9 | 3.3 | 13.2 | i | 14.7 | -0.71 | 1307 | -0.7 | 1156 | -0.4% | 5.1 | -22.9 | i | 1.1 | i | -0.7 | . | .
COc1cccc(CN(C)CC(=O)Nc2ccccc2C(C)C)c1 | 5.6 | 1.6 | 26.0 | i | 20.5 | -0.07 | 1380 | -0.8 | 1085 | -1.2% | 22.0 | 6.7 | i | 0.4 | i | 2.9 | -18.0 | 629
C=C(C)C(=O)OCC(=O)NCc1ccccc1 | 3.3 | 3.3 | 7.8 | i | 24.5 | -0.58 | 1209 | -0.1 | 1063 | -0.6% | 8.7 | 9.4 | i | 1.4 | i | 7.8 | -51.0 | 682
C1CN(c2nc3nonc3nc2N2C[C@H]3CC[C@H]2C3)CCS1 | 2.1 | 1.5 | 16.5 | i | 32.9 | 0.67 | 1449 | 0.5 | 1439 | 0.3% | -16.9 | 4.3 | i | 0.4 | i | 31.6 | 4.0 | 724
